Assay outcomes (PubChem)
DRD3 antagonist = qHTS of D3 Dopamine Receptor Antagonist: qHTS; D(3) dopamine receptor (Homo sapiens), P35462; D3R cells, DiscoveRx beta-arrestin luminescence, antagonist mode; stronger effect = lower value; AID 652054, 2013; max response, negative = inhibition, %; 360,000 compounds, 2.5% hits; in the data active means max response below about -50%; inconclusive means no clear call, values can overlap the other calls; further: on the % scale 0 is the no-effect control and ±100 the full control effect; mostly tested at two doses, the higher about 12 µM
Target sequence (P35462 whole entry, looked up): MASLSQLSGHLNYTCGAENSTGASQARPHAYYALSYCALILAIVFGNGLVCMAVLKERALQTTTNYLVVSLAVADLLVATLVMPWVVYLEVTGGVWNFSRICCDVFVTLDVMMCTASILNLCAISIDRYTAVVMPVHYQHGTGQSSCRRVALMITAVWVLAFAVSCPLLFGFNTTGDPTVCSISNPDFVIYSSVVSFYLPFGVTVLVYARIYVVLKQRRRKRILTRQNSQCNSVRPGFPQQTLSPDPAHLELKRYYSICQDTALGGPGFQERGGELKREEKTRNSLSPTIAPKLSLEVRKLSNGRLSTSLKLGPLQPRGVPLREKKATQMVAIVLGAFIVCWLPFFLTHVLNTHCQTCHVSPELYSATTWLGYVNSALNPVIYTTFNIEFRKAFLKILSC
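Cells plated overnight at 1500 cells/well, then exposed to library compounds with dopamine controls for 90 minutes at 37 degrees C. DiscoveRx reagent added for 30–60 minutes at room temperature; luminescence read, quantitative HTS format.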
aSyn rescue = qHTS of alpha-syn Inhibitors; Yeast expressing alpha-synuclein, growth rescue, BacTiter-Glo, 24 h; Potency, µM (doses to about 46.1 µM), inactives show at the highest dose growth rescue (activation), most hits filed as activators; 370,000 compounds, 0.14% hits; AID 652106, 2013; further: potency means the concentration at half of the fitted maximal effect; % of control where 0% means no effect; nearly all actives have a fitted effect of over 65% in size
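Rescue of yeast growth: cells expressing toxic alpha-synuclein, induced in galactose at OD600 0.02, incubated with compound 24 h at 30 C. ATP luminescence quantified growth; inhibitors of toxicity appear as activators.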
EPAC2 ag = qHTS for Agonist of cAMP-regulated guanine nucleotide exchange factor 4 (EPAC2): primary screen; Potency, µM (doses to about 154 µM), for the others: top-dose activation, most hits filed as activators; EPAC2 activation, biochemical qHTS; response scale: 100% = 6.5 mM cAMP response; 360,000 compounds, 0.079% hits; Rap guanine nucleotide exchange factor 4 (Homo sapiens), Q8WZA2; further: potency means the concentration at half of the fitted maximal effect; nearly all actives have a fitted effect of over 50% in size
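Exchange assay: 100 nM EPAC2 with 250 nM Rap1B-BODIPY-GDP and 50 uM GDP. Fluorescence (ex 480/em 540 nm) read every 5 min for 30 min at room temperature. Data normalized to 6.5 mM cAMP as agonist control.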
Abeta rescue = qHTS for compounds that reverse cellular toxicity of Amyloid beta (A-beta) peptide in yeast: Primary Screen. yeast expressing A-beta42, growth rescue, OD600, 48 h; response scale: 0% DMSO, 100% iron-clioquinol control. Potency, µM (doses to about 46.1 µM), for inactives: at the highest dose growth rescue, usual class: activators. 410,000 compounds, 0.063% hits. AID 1347071, 2019; further: potency means the concentration at half of the fitted maximal effect; nearly all actives have a fitted effect of over 55% in size
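Growth rescue measured by 600 nm absorbance after 48 h yeast culture at 30 C with compound. Values normalized between DMSO and an equimolar ferric chloride plus clioquinol control.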
DRD3 agonist = qHTS of D3 Dopamine Receptor Agonist: qHTS | D3R DiscoveRx beta-arrestin cells, luminescence, 90 min | 410,000 compounds, 0.58% hits | AID 652048, 2013 | max activation, % | D(3) dopamine receptor (Homo sapiens), P35462; in the data active means max activation above about 30%; further: 0% is about no effect; mostly tested at two doses, the higher about 12 µM
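Agonist-mode cell screen: cells plated at 1500/well and incubated overnight at 37 °C, then exposed to library compounds for 90 min at 37 °C. Detection reagent was added for 30–60 min at room temperature, and luminescence was read.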
FUS yeast rescue = qHTS for Suppressors of FUS Proteinopathy: Primary screen using FUS-linked yeast assay. 390,000 compounds, 0.24% hits. AID 1347120, 2019. Potency, µM (titrated, usually from 76.6 µM), without a hit: at the highest dose growth rescue (activation), actives largely listed as activators. S. cerevisiae FUS-expressing, growth rescue, OD600, 24 h;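 further: potency means the concentration at half of the fitted maximal effect; plate controls were DMSO vehicle for no effect and reference control for full effect; nearly all actives have a fitted effect of over 55% in size; some results filed as inactive show a strong effect at the top dose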
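Cultures pregrown in 2.5% raffinose medium are shifted to minimal medium containing 2% galactose to express toxic FUS. Compounds are tested at several concentrations. After 24hr at 30C, growth is quantified at 600 nm absorbance.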
TDP43 rescue = qHTS of TDP-43 Inhibitors; 410,000 compounds, 1.8% hits; Potency, µM (titrated, usually from 46.1 µM), inactives show top-dose growth rescue (activation), actives largely listed as activators; AID 652104, 2013; TDP-43 expressing yeast growth rescue, BacTiter-Glo, 24 h; further: potency means the concentration at half of the fitted maximal effect; % of control where 0% means no effect; nearly all actives have a fitted effect of over 50% in size
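Yeast expressing TDP-43 (pregrown in raffinose, seeded at OD600=0.02 in galactose medium) exposed to compounds 24 hr at 30 deg C. Growth read by BacTiter-Glo luminescence; rescue of toxicity appears as increased signal.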
EPAC2 antagonist = qHTS for Antagonist of cAMP-regulated guanine nucleotide exchange factor 2 (EPAC2): primary screen; Rap guanine nucleotide exchange factor 4 (Homo sapiens), Q8WZA2; EPAC2 GEF exchange of Rap1B-BODIPY-GDP, fluorescence; Potency, µM (doses to about 114 µM), for the others: top-dose activity, negative = inhibition, most hits filed as inhibitors; 360,000 compounds, 0.18% hits; further: potency means the concentration at half of the fitted maximal effect; on the % scale 0 is the no-effect control and ±100 the full control effect; nearly all actives have a fitted effect of over 45% in size; many of its hits are not listed in these tables
An asterisk follows results filed as active; ? = inconclusive; nt = not tested or not shown; [ ] = remark or other dose. Unless noted, the call rests on the fitted dose curve; in most records, active means well fitted curve in the direction sought with a large enough effect; inconclusive means small, poorly fitted or top-dose-only effect, or another doubt; inactive means no such curve, though single readings can be large; an effect the other way counts as inactive or inconclusive.

SMILES	DRD3 antagonist	aSyn rescue	EPAC2 ag	Abeta rescue	DRD3 agonist	FUS yeast rescue	TDP43 rescue	EPAC2 antagonist
CC(C)(C)c1ccc(OC(=O)c2cccnc2)cc1	6	-7%	-15%	14%	-6	11%	6%	3%
CCCN(C)C1CN(Cc2cn(Cc3ccc(OC)cc3)nn2)S(=O)(=O)C1 (stereo not given)	-3	-6%	6%	-6%	-3	-15%	2%	15%
Cc1ccc(C)c(S(=O)(=O)N2CCCC2CNC(=O)C(=O)NC2CC2)c1 (stereo not given)	12	2%	-2%	-2%	-5	2%	18%	1%
COc1ccccc1CNC(=O)Cn1c(-c2cccs2)cc2cc(F)ccc21	nt	nt	nt	?	1	3%	19%	nt
COc1cccc(-c2c(C(=O)N/N=C/c3ccc(C)s3)nnn2-c2nonc2N)c1	-12	-2%	21%	0%	-1	-18%	14%	6%
O=C(CN1C(=O)CSc2ccccc21)NC1CCCC1	-8	-2%	13%	-5%	-7	nt	-4%	-1%
Cc1sc2ncnc(N/N=C/c3cccc(O)c3)c2c1C	10	-9%	-3%	-26%	8	22%	-7%	-21%
COc1ccc(-n2nc(C(=O)NCC(=O)N3CCCCCC3)c3ccccc3c2=O)cc1	14	3%	-2%	4%	-4	2%	0%	-5%
Cn1c(N)c(C(=O)COC(=O)/C=C/c2cccc(Cl)c2)c(=O)n(C)c1=O	11	0%	-3%	6%	10	nt	5%	6%
Cn1cc(CNCC2CCCO2)c(-c2ccc(Oc3ccccc3)cc2)n1 (stereo not given)	-11	0%	-2%	-1%	-11	17%	-22%[9.22 µM]	5%
CCOC(=O)c1sc(N2C(=O)c3oc4ccccc4c(=O)c3C2c2ccc(C(C)(C)C)cc2)nc1C (stereo not given)	nt	nt	nt	3%	3	3%	0%	nt
NS(=O)(=O)c1ccc(NC(=S)NC2CC2)cc1	1	0%	5%	5%	0	-32%	-3%	-2%
Cn1c(=O)c2c(n3c4ccccc4nc13)NC(=O)CC2c1cccc(F)c1 (stereo not given)	nt	nt	nt	-12%	-7	-3%	-25%	nt
Cc1ccc(/C=N/n2c(C3CCCCC3)n[nH]c2=S)s1	-26	2%	-8%	16%	-4	nt	?	-1%
COCCNc1nc(Nc2ccccc2Cl)c2sc(-c3ccccc3)cc2n1	14	-1%	7%	-6%	3	2%	?	-4%
O=C(O)c1ccccc1-c1ccc(/C=c2\sc3nc4cc(Br)cnc4n3c2=O)o1	?	-42%[inhibitor]	25%	-31%[inhibitor]	-29	?	-19%	-18%
C=CCNC(=S)N(Cc1ccccc1)Cc1ccc(F)cc1	?	-11%	13%	?	-1	15%	6%	-14%
CCCCn1c(=N)c(S(=O)(=O)c2ccc(Cl)cc2)cc2c(=O)n3cccc(C)c3nc21	nt	1%	nt	-5%	6	-17%	6%	nt
NS(=O)(=O)c1ccc(NC(=O)CN2CCN(S(=O)(=O)c3ccc(F)cc3)CC2)cc1	3	5%	3%	12%	0	-2%	?	3%
CC(=O)Nc1ccc(S(=O)(=O)NCc2ccc3c(c2)CCN3C(C)=O)cc1	nt	nt	nt	-10%	-10	-4%	-10%	nt
CN(C)/C=N/c1nc2ccc3c(c2s1)CCCC3	-4	-6%	12%	4%	2	-2%	-2%	-4%
COc1ccc(S(=O)(=O)N2CCCCC2)cc1NC(=O)C1COc2ccccc2O1 (stereo not given)	22	-7%	15%	-17%	-2	?	?	-5%
Nc1ccc2c(c1)ncn2CCCn1cnc2cc(N)ccc21	7	-12%	8%	17%	12	4%	0%	2%
O=c1c(-c2cccnc2)nc2ccccc2n1C(CCc1ccccc1)c1nc2ccccc2[nH]1 (stereo not given)	?	7%	13%	1%	-20	?	22%	-4%
CC(C)(C)CC(C)(C)c1ccc(OCC(=O)N/N=C/c2ccc(S(=O)(=O)O)o2)cc1	1	6%	7%	0%	12	-39%	15%	15%
O=C(COC(=O)c1ccc(NS(=O)(=O)c2cccs2)cc1O)Nc1nc2ccccc2s1	?	0%	18%	3%	-8	-4%	6%	0%
Cc1c(Cl)cccc1NC(=S)NCCc1ccc(C(F)(F)F)cc1	2	-1%	-5%	?	-4	9%	14µM*	-28%
COCCCNC(NC(=O)c1ccc(C)cc1)C(Cl)(Cl)Cl (stereo not given)	-1	2%	4%	5%	2	nt	?	12%
NC(=O)NC(=O)COC(=O)[C@H](Cc1ccccc1)NC(=O)c1cccs1	7	3%	-3%	11%	7	1%	6%	8%
Cc1cccc(C)c1Nc1nnc(SCC(=O)NCc2ccco2)s1	48	-4%	-1%	17%	1	2%	-17%	5%
Cc1ccc2nc(-c3ccc(NC(=O)C(F)(F)F)cc3)sc2c1	nt	-6%	nt	-17%	1	-9%	6%	nt
COc1ccc(-c2cc(=O)n3[nH]cnc3n2)cc1	nt	nt	nt	-6%	2	1%	15%	nt
CCCn1c(N)c(N2CCCCC2)c(=O)n(CC(=O)Nc2ccc(OC(F)(F)F)cc2)c1=O	14	0%	-8%	26%	1	-9%	1%	5%
O=C(O)CCn1ccnc1-c1ccccc1	15	8%	9%	3%	4	-10%	16%	15%
CCOc1ccc(NC(=O)CN2C(=O)COc3ccccc32)cc1	-2	7%	7%	0%	-5	-15%	17%	2%
COC(=O)c1ccc(C(=S)NCC2(N(C)C)CCCCC2)cc1	-8	1%	5%	-9%	-1	9%	-12%	1%
Cc1ccc(CSCC(=O)NCc2cccs2)cc1	-20	1%	0%	-10%	2	-9%	-2%	8%
CCN(c1cccc2ccccc12)S(=O)(=O)c1cccs1	0	-15%	26%	-9%	-6	2%	18%	-26%
Cc1nc(SCc2nc3cc(Cl)c(F)cc3[nH]2)c2oc3ccccc3c2n1	nt	nt	11%	5%	nt	?	nt	3%
CN1C(=O)N(C)C2(c3ccccc3)NC(=O)NC12c1ccccc1 (stereo not given)	-12	0%	6%	-6%[9.22 µM]	1	-17%	5%	-1%

Retrieved by compound from the entries so far:
SMILES	DRD3 antagonist	aSyn rescue	EPAC2 ag	Abeta rescue	DRD3 agonist	FUS yeast rescue	TDP43 rescue	EPAC2 antagonist
CC(C)(C)CC(C)(C)c1ccc(OCC(=O)N/N=C/c2ccc(S(=O)(=O)O)o2)cc1	1	6%	7%	0%	12	-39%	15%	15%
Cc1c(Cl)cccc1NC(=S)NCCc1ccc(C(F)(F)F)cc1	2	-1%	-5%	?	-4	9%	14µM*	-28%
Nc1ccc2c(c1)ncn2CCCn1cnc2cc(N)ccc21	7	-12%	8%	17%	12	4%	0%	2%

Next section.
SMILES	DRD3 antagonist	aSyn rescue	EPAC2 ag	Abeta rescue	DRD3 agonist	FUS yeast rescue	TDP43 rescue	EPAC2 antagonist
COc1ccc(/C=N/Nc2ccc(C(=O)O)cc2)cc1Br	5	-10%	-1%	-64%[inhibitor]	3	14%	?	56µM*
Cc1ccc2oc3c(c(=O)c2c1)C(c1ccccc1F)N(c1ccccn1)C3=O (stereo not given)	nt	nt	nt	21%	-5	-11%	15%	nt
CC1(C)CC2(CCO1)OC(=O)CC2C(=O)Nc1ccc(Cl)cc1[N+](=O)[O-] (stereo not given)	17	-3%	6%	4%	22	-8%	9%	-2%
O=C(Nc1ccc2c(c1)Cc1ccccc1-2)c1ccco1	-98*	-21%	5%	9%	4	-3%	-8%	-1%
NNC(=S)Nc1c(F)cc(F)cc1Br	-12	2%	10%	4%	-7	33%	0%	20%
CCOc1ccc(N2CC(NC(=O)C3CCCCC3)CC2=O)cc1 (stereo not given)	nt	nt	nt	-4%	14	38%	19%	nt
Cc1c(C(=O)Nc2ccccn2)sc2nc3n(c(=O)c12)CCC3	-24	-2%	13%	-29%	-15	9%	3%	-6%
COc1cccc(NC(=O)CCC2CCN(C(=O)c3cccc(NC(C)=O)c3)CC2)c1	4	-1%	-4%	-4%	3	nt	22%	9%
CN(C(=O)c1ccc(S(=O)(=O)N2CCOCC2)cc1)C1CCS(=O)(=O)C1 (stereo not given)	0	1%	3%	14%	-6	-1%	11%	16%
S=c1[nH]nc(CCc2ccccc2)n1Cc1ccccc1	?	8%	-7%	11%	3	8%	10%	-2%
CCOC(=O)Cc1csc(NC(=O)COc2ccccc2OCC)n1	37	nt	9%	2%	-2	5%	11µM*	-23%
CCOC(=O)C(C)n1cnc2c(nnn2Cc2ccc(Cl)cc2)c1=O (stereo not given)	13	15%	10%	-7%	3	2%	-25%	-13%
CCOC(=O)c1c(NC(=O)CSc2nncn2C)sc(C)c1C	16	-2%	2%	3%	4	nt	2%	5%
C/C(=N\NC(=O)c1ccccc1-n1cccc1)C1CC1	-25	0%	9%	-7%	-1	nt	-18%	-10%
COc1ccccc1C(=O)Nc1c2c(nn1-c1ccc(Cl)cc1)CS(=O)(=O)C2	-12	0%	2%	7%	-6	-6%	-1%	4%
COc1ccc(NC(=S)N(Cc2cccnc2)Cc2ccco2)cc1	3	3%	-3%	-9%	-3	15%	?	5%
O=C(NC(=S)Nc1ccccc1N1CCCCC1)c1ccc(F)cc1Cl	-18	-1%	2%	-10%	-8	nt	20%	-5%
Cc1ccc(C(=O)CCC(=O)NCc2ccccc2)cc1	-11	9%	12%	-24%	-1	-7%	-2%	2%
COC(=O)N(C)c1ccccc1C(=O)N1CCOCC1	6	-1%	4%	-19%	4	21%	-9%	18%[57.1 µM]
O=C(CSCc1ccccc1)NCc1ccc2c(c1)OCO2	-6	8%	9%	26%	0	4%	0%	1%
Cc1ccc(-c2nn3c(=O)cc(CN4CCN(C(=O)/C=C/c5ccccc5)CC4)nc3s2)cc1	nt	nt	nt	-1%	0	42%	9%	nt
COc1cccc(NC2=NC3(CCCCC3)N=C(N)N2)c1	?	-12%	3%	1%	-2	12%	-6%	7%
CC(C)(C)c1ccc(C(=O)NNC(=O)Cc2cccc3ccccc23)cc1	-6	0%	-7%	9%	-5	5%	-13%	6%
Cc1ccc(Cl)cc1NC(=O)c1sc(-n2nc(C)c(Cc3ccc4c(c3)OCO4)c2C)nc1C	nt	nt	nt	-15%	-13	-1%	-9%	nt

Only part of the results is shown (hit frequency here may not be typical).
